# EBNA-1 inhibitor: EBNA-1 DNA-binding inhibitors, primary screen, biochemical, fluorescence polarization. inhibition, % at 14.8 µM. actives 0.34% (n = 300,000); in the data active = inhibition above about 28%
# PREPL inhibitor: PREPL enzyme inhibitors, primary screen, biochemical, fluorescence polarization. inhibition, % at 5.96 µM. actives 0.68% (n = 320,000). recombinant PREPL, fluorescence polarization activity-based probe. Prolyl endopeptidase-like (Homo sapiens), Q4J6C6; in the data active = inhibition above about 43%;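 also: 0% = enzyme with DMSO and 100% = wells lacking enzyme; many of its hits are not listed in these tables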
# ZTA DNA inh: blocks Epstein-Barr virus ZTA, an EBNA-1 counter-screen; inhibition, % at 11 µM; actives 0.15% (n = 320,000); ZTA-DNA binding, fluorescence polarization; AID 2234; in the data active = inhibition above about 33%
# PAFAH1B2 FP inh: PAFAH1B2 enzyme inhibitors, primary screen, biochemical, fluorescence polarization, human; actives 1.2% (n = 340,000); AID 492953, 2010; inhibition, % at 3.39 µM; recombinant PAFAH1B2, FP-rhodamine activity probe; Platelet-activating factor acetylhydrolase IB subunit alpha2 (Homo sapiens), P68402;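 active = inhibition above the mean of all tested compounds plus 3 SD, cut at about 24% in these data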;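 also: 0% = enzyme with DMSO and 100% = wells lacking PAFAH1B2; many of its hits are not listed in these tables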
# LYPLA2 inh: LYPLA2 inhibitors, primary screen, counter-screen for PME1 inhibitor project, biochemical, fluorescence polarization, FP-Rh probe ABPP; Acyl-protein thioesterase 2 (Homo sapiens), O95372; recombinant LYPLA2; inhibition, % at 5.9 µM; actives 0.38% (n = 320,000); AID 2177, 2009;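 active = inhibition above the screen-wide mean plus 3 SD, limit set per campaign, cut at about 26% in these data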;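 also: 0% = LYPLA2 with DMSO and 100% = wells lacking LYPLA2 enzyme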
# Target sequence (O95372 whole entry, looked up): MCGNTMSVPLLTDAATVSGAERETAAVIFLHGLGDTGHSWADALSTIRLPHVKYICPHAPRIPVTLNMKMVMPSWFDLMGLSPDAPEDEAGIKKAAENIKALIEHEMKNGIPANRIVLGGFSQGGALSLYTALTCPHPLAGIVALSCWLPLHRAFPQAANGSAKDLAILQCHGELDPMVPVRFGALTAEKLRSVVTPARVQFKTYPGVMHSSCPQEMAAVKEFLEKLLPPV
# PAFAH2 FP inh: PAFAH2 enzyme inhibitors, primary screen, biochemical, fluorescence polarization, human | Platelet-activating factor acetylhydrolase 2, cytoplasmic (Homo sapiens), Q99487 | recombinant PAFAH2, FP-rhodamine activity probe | inhibition, % at 3.39 µM | actives 0.99% (n = 340,000) | AID 492956, 2010;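 active = inhibition above the mean over all tested compounds plus 3 SD, cut at about 30% in these data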;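 also: inhibitors block probe labeling of enzyme so polarization drops; 0% = enzyme with DMSO and 100% = wells lacking PAFAH2 protein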
# LYPLA1 inh: LYPLA1 inhibitors, primary screen, counter-screen for PME1 inhibitor project, biochemical, fluorescence polarization, FP-Rh probe ABPP; Acyl-protein thioesterase 1 (Homo sapiens), O75608; recombinant LYPLA1; inhibition, % at 5.9 µM; actives 0.16% (n = 320,000); AID 2174, 2009;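 active = inhibition above the mean of all tested compounds plus 3 SD, set per campaign, cut at about 14% in these data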;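 also: inhibitors block serine hydrolase probe labeling of LYPLA1 so polarization falls; 0% = enzyme with DMSO and 100% = wells lacking LYPLA1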
# pPAFAH inh: pPAFAH enzyme inhibitors, primary screen, biochemical, fluorescence polarization, human. actives 1.5% (n = 330,000). AID 463082, 2010. inhibition, % at 3.39 µM. Platelet-activating factor acetylhydrolase (Homo sapiens), Q13093. recombinant pPAFAH, FP-rhodamine probe fluorescence polarization;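 active = inhibition above the mean inhibition across the screen plus 3 SD, cut at about 25% in these data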;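 also: inhibitors block binding of the rhodamine activity-based probe so polarization drops; 0% = enzyme with DMSO and 100% = wells lacking pPAFAH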
# Target sequence (Q13093 whole entry, looked up): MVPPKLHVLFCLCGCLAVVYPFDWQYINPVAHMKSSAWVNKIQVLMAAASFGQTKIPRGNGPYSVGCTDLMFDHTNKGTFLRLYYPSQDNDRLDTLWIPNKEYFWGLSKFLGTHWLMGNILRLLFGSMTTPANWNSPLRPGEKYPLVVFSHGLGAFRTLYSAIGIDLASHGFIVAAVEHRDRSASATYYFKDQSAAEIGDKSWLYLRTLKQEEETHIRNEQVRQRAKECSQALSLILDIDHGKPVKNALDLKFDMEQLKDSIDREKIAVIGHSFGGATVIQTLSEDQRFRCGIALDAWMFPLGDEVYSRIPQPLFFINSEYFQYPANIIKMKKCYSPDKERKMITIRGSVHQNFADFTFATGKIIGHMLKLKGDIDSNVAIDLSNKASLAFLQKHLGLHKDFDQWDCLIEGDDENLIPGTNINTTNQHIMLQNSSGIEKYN
# PAFAH1B3 FP inh: PAFAH1B3 enzyme inhibitors, primary screen, biochemical, fluorescence polarization, human; recombinant PAFAH1B3, FP-rhodamine probe; actives 0.28% (n = 340,000); inhibition, % at 3.39 µM; Platelet-activating factor acetylhydrolase IB subunit alpha1 (Homo sapiens), Q15102;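 active = inhibition above the screen-wide average of all tested compounds plus 3 SD, cut at about 25% in these data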;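 also: 0% = enzyme with DMSO only and 100% = wells lacking PAFAH1B3 protein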
# Target sequence (Q15102 whole entry, looked up): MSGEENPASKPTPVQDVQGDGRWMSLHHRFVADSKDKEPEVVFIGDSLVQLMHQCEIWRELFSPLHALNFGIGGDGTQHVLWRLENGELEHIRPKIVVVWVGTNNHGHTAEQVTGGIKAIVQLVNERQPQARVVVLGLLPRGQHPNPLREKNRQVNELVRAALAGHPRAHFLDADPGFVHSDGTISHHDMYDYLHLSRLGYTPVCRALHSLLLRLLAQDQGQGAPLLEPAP
# * hit, by the source's call; . = no result given. Some of the compounds tested (hit frequency here may not be typical).
SMILES,EBNA-1 inhibitor,PREPL inhibitor,ZTA DNA inh,PAFAH1B2 FP inh,LYPLA2 inh,PAFAH2 FP inh,LYPLA1 inh,pPAFAH inh,PAFAH1B3 FP inh
COc1cc(CCC(=O)OCC(=O)Nc2ccc(C)cc2Cl)cc(OC)c1OC,2,15,5,8,5,15,0,5,-1
CC1CN(C(=S)NC(=O)c2ccc(Cl)cc2)CC(C)O1 (configuration not stated),2,4,-6,2,8,4,4,1,-2
Cc1cc2ncn(S(=O)(=O)c3ccc(F)cc3)c2cc1C,15,7,-7,4,5,6,-1,-1,3
COc1cc(NC(=O)c2cc(C)on2)cc(OC)c1OC,-1,0,0,2,0,-5,2,6,4
CCCCN1CC[C@H]2C=CC[C@@H](C(=O)NCCc3ccccc3)[C@H]2C1=O,8,-11,-2,4,0,4,-2,0,7
CC1CCCN(C(=O)CN2C(=O)c3ccccc3C2=O)C1 (configuration not stated),7,14,-10,6,3,0,6,0,7
Cc1ccccc1NC(=O)c1sc2nc[nH]c(=O)c2c1C,-14,15,-5,-1,-5,12,2,-1,8
O=C(c1ccc(N2CCOCC2)nc1)N1CCCCC1,-2,7,8,-1,5,1,-1,7,12
CC(C)N(Cc1nc(-c2ccccc2)no1)C(=O)c1ccc2c(c1)OCO2,-3,-12,0,0,6,-8,1,3,-7
O=S(=O)(c1ccccc1)N(CC1CO1)c1cccc2ccccc12 (configuration not stated),4,-9,12,.,-9,.,-7,1,.
Cc1cc(NC(=O)c2ccc(C#N)cc2)n(-c2ccccn2)n1,3,-5,2,0,-2,3,0,-1,7
O=C(NCc1ccco1)/C(=C/C=C\c1ccccc1)NC(=O)c1ccc(Br)o1,-17,-10,-3,4,2,-8,-4,2,4
COc1ccc(OCC(=O)Nc2cccc(C(C)=O)c2)cc1,-2,11,-21,4,10,-6,0,6,4
CC(C)=C1C2CCC1C1C(=O)N(c3nccs3)C(=O)C21 (configuration not stated),13,0,7,8,-3,7,-3,5,0
Cc1oc(CC(C)C)cc1C(=O)Nc1cccc2ccccc12,-8,8,-7,3,2,8,0,1,1
CNC(=O)/C(C#N)=C/c1c(N2CCN(c3ccccc3)CC2)nc2c(C)cccn2c1=O,-1,16,-8,-4,-9,-10,-1,3,8
Cn1c(=O)c2cc(S(=O)(=O)N3CCC(c4ccccc4)CC3)ccc2n(C)c1=O,4,-12,5,3,4,0,-2,2,-2
OC1O[C@H](c2ccc3c(c2)OCO3)[C@H]2CO[C@H](c3ccc4c(c3)OCO4)[C@@H]12 (some centres not stated),11,3,1,3,-4,2,0,0,7
COc1ccc(C2=NO[C@@H]3C(=O)N(Cc4ccccc4)C(=O)[C@H]23)cc1OC,-3,-2,-15,-3,-3,1,-1,1,10
Cc1ccsc1/C=N/n1c(-c2ccccn2)n[nH]c1=S,-3,12,-32,-2,8,-7,-1,4,1
CN(C)S(=O)(=O)c1cccc(NC(=S)NCc2ccco2)c1,-1,10,-7,2,3,6,0,-2,3
CCOC(=O)N1CCN(C(=O)CCl)CC1,3,-2,15,-4,1,1,2,1,-1
CCOc1ccccc1N1C(=O)c2ccc(S(=O)(=O)c3ccc(C(=O)O)cc3)cc2C1=O,13,3,6,5,3,-2,3,5,10
O=C(NCc1cccnc1)C1CCCN(S(=O)(=O)c2ccc(Br)cc2)C1 (configuration not stated),17,-9,14,9,-3,0,1,-3,-7
CCOc1ccccc1N1CCN(C(=O)c2cc(S(=O)(=O)N(C)C)ccc2N2CCCC2)CC1,.,9,-10,9,3,-3,0,2,5
Cc1cccc(CC(=O)NC2CCS(=O)(=O)C2)c1 (configuration not stated),3,9,-17,-2,4,4,-2,2,8
CC(C)NC(=O)Nc1ccc(Br)cc1Cl,-5,-2,-1,-3,-3,1,-3,-8,2
COc1ccc(CNC(=O)CN(Cc2ccccc2)C(=O)c2csnn2)cc1,-9,-2,-10,3,-1,1,-3,-7,4
COc1ccc(N2CSC3=C(C#N)C(c4cccc(OC)c4OC)CC(=O)N3C2)cc1 (configuration not stated),5,9,9,6,-2,6,-3,-2,-3
COc1ccc(C2c3[nH]c4ccccc4c3C[C@H]3C(=O)N(C4CCN(Cc5ccccc5)CC4)CC(=O)N23)cc1OC (some centres not stated),1,29,-1,3,1,-2,0,4,2
O=C(COC(=O)/C=C/c1ccc(Cl)cc1)NC1CCCC1,.,27,-21,6,-2,64*,0,2,6
Cc1cc(=O)oc2cc(OCC(=O)NC3CC(C)(C)NC(C)(C)C3)c(Cl)cc12,1,4,-10,5,6,0,-1,4,-2
CC1(NC(=O)CSc2nnc(-c3c[nH]c4ccccc34)n2C2CC2)CCS(=O)(=O)C1 (configuration not stated),.,-1,-1,4,2,-4,-1,-3,4
COc1ccccc1CNC(=O)CCC(=O)N1CC(C)Sc2ccccc21 (configuration not stated),0,8,-25,-2,0,-1,3,4,4
O=C(NCC1COc2ccccc2O1)c1ccco1 (configuration not stated),10,-8,-3,0,-3,-8,-3,1,-1
Cc1ccc(/C=C/C(=O)OCC(=O)NCc2ccc(Cl)cc2)o1,.,-11,-4,5,6,53*,-1,1,3
CC1CC(=O)C2=C(C1)Nc1ccccc1SC2c1ccc(F)cc1 (configuration not stated),-4,-1,7,4,4,2,3,5,8
COc1ccc(NC(=O)C2=NN(C3CCS(=O)(=O)C3)C(=O)CC2)cc1S(N)(=O)=O (configuration not stated),.,-2,.,6,.,2,.,3,7
CCc1ccc(-c2cc(C(F)(F)F)n3nc(C(=O)Nc4cnn(Cc5ccc(C)cc5)c4)cc3n2)s1,19,3,7,0,-7,2,-5,8,-21
O=C1CN(C(=O)COc2ccccc2F)c2ccccc2N1,1,-37,-12,3,-4,0,-4,1,7

# Overlap with the part before: 2 compounds; new compounds follow.
SMILES,EBNA-1 inhibitor,PREPL inhibitor,ZTA DNA inh,PAFAH1B2 FP inh,LYPLA2 inh,PAFAH2 FP inh,LYPLA1 inh,pPAFAH inh,PAFAH1B3 FP inh
CCc1ccc(-c2cc(C(F)(F)F)n3nc(C(=O)Nc4cnn(Cc5ccc(C)cc5)c4)cc3n2)s1,19,3,7,0,-7,2,-5,8,-21
O=C1CN(C(=O)COc2ccccc2F)c2ccccc2N1,1,-37,-12,3,-4,0,-4,1,7
CC1(C)CC(=O)c2sc(NC(=O)CN3CCOCC3)nc2C1,7,13,-4,0,4,-1,3,-4,1
CS(=O)(=O)NCCSc1nnnn1-c1ccccc1,6,-1,15,2,4,-2,-3,4,15
COc1ccc2c(c1)-c1c(ssc1=S)C(C)(C)N2S(=O)(=O)c1ccc(C)cc1,-2,13,5,2,-10,2,-4,-2,4
CCCC(C)NC(=O)CSc1nnc(-c2c[nH]c3ccccc23)o1 (configuration not stated),-3,2,15,1,2,3,-1,0,2
CCCCNC(=S)N(C)/N=C/c1c(F)c(F)c(F)c(F)c1F,11,-1,9,2,3,6,0,4,7
Cc1ccccc1CNC(=O)c1ccccc1NS(C)(=O)=O,-6,6,-17,8,-3,-1,0,-1,11
Cc1ccc(C(=O)O/N=C(\N)c2ccccn2)c(C)c1,-4,4,-5,-4,-4,1,-1,3,8
CCC(C)(C)NC(=O)C(c1ccc(F)cc1)N(CCOC)C(=O)CCC(=O)Nc1nccs1 (configuration not stated),-3,-2,-4,0,-4,1,-6,0,-1
CN(C(=O)c1ccccc1C(=O)OCC(=O)NCc1ccccc1)C1CCCCC1,-8,6,-6,-7,-3,1,-1,1,5
COc1ccc2c(C=O)cn(C)c2c1,-4,0,-1,2,-4,2,-4,2,8
CC1CCCN(C(=O)COC(=O)COc2ccc(Cl)cc2)C1 (configuration not stated),.,9,.,16,.,5,.,18,6
COc1ccc(C(=O)CC(SCC(NC(C)=O)C(=O)O)c2ccc(Cl)cc2)cc1OC (configuration not stated),8,-8,5,1,0,-1,-3,0,-1
COc1ccc(/C=N\Nc2ccccc2[N+](=O)[O-])c(C(=O)O)c1OC,-7,1,-14,7,-1,3,-1,3,2
Cc1cccc(SCC(=O)Nc2ccc3c(c2)OCCO3)c1,-7,12,-11,5,8,-1,3,3,-11
COc1ccc(C(=O)NCc2cccs2)cc1S(=O)(=O)N1CCOCC1,2,16,-12,5,-8,0,-1,0,6
Cc1ccc(C(=O)NC(=S)Nc2ccc3c(c2)OCCO3)c(C)c1,-9,8,-12,0,6,1,1,9,-6
COC(=O)c1cc2ccsc2n1CC(=O)Nc1ccc(N(C)C)cc1,-14,0,-1,2,-7,4,1,10,-2
COC(=O)c1ccc(CNC(=O)COC(=O)Cc2ccsc2)cc1,5,-6,0,5,2,2,2,8,6
CC[C@]12c3[nH]c4ccc(Cl)cc4c3CCN1C(=O)[C@@H](CC(=O)NCC13CC4CC(CC(C4)C1)C3)C[C@@H]2C(=O)N1CCN(C(=O)C2CC2)CC1,.,.,.,4,.,5,.,8,-1
Cc1cc2c(c(=O)n1CCN(C)C)C(c1ccc(Br)cc1)C(C#N)=C(N)O2 (configuration not stated),-6,-15,1,-1,4,-8,3,5,-3

# Grouped by structure, the entries above containing a Cl atom.
SMILES,EBNA-1 inhibitor,PREPL inhibitor,ZTA DNA inh,PAFAH1B2 FP inh,LYPLA2 inh,PAFAH2 FP inh,LYPLA1 inh,pPAFAH inh,PAFAH1B3 FP inh
COc1cc(CCC(=O)OCC(=O)Nc2ccc(C)cc2Cl)cc(OC)c1OC,2,15,5,8,5,15,0,5,-1
CC1CN(C(=S)NC(=O)c2ccc(Cl)cc2)CC(C)O1 (configuration not stated),2,4,-6,2,8,4,4,1,-2
CCOC(=O)N1CCN(C(=O)CCl)CC1,3,-2,15,-4,1,1,2,1,-1
CC(C)NC(=O)Nc1ccc(Br)cc1Cl,-5,-2,-1,-3,-3,1,-3,-8,2
O=C(COC(=O)/C=C/c1ccc(Cl)cc1)NC1CCCC1,.,27,-21,6,-2,64*,0,2,6
Cc1cc(=O)oc2cc(OCC(=O)NC3CC(C)(C)NC(C)(C)C3)c(Cl)cc12,1,4,-10,5,6,0,-1,4,-2
Cc1ccc(/C=C/C(=O)OCC(=O)NCc2ccc(Cl)cc2)o1,.,-11,-4,5,6,53*,-1,1,3
CC1CCCN(C(=O)COC(=O)COc2ccc(Cl)cc2)C1 (configuration not stated),.,9,.,16,.,5,.,18,6
COc1ccc(C(=O)CC(SCC(NC(C)=O)C(=O)O)c2ccc(Cl)cc2)cc1OC (configuration not stated),8,-8,5,1,0,-1,-3,0,-1
CC[C@]12c3[nH]c4ccc(Cl)cc4c3CCN1C(=O)[C@@H](CC(=O)NCC13CC4CC(CC(C4)C1)C3)C[C@@H]2C(=O)N1CCN(C(=O)C2CC2)CC1,.,.,.,4,.,5,.,8,-1
